# PGC1a acetyl inh: modulators of PGC1a acetylation. inhibition, % at 15.6 µM. U2OS PGC1a acetylation, AlphaScreen anti-acetyl-lysine; with virally co-expressed GCN5 acetyltransferase. 0.17% of 350,000 active;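 active means every replicate shows inhibition of at least 40%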;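 further: 0% = neutral control wells and 100% = positive control wells; some results beyond the cut were filed as inactive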
# miR122 inh: inhibitors of miR-122 in Huh7 cells; Huh7 miR-122 Renilla luciferase sensor, 48 h; neutral wells = 0, positive control = 100; activation (reporter increase), % at 12.5 µM; 0.3% of 340,000 active; AID 602342;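 active means mean replicate activation score at least 90 and every replicate individually at or above 90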;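 further: higher luciferase means less miR-122 activity so hits act as miR-122 inhibitors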
# PAX8 inh HTS: PAX8 transcriptional activity inhibition; RMG-I TPO-luciferase reporter, SteadyGlo, 24 h; inhibition, % at 12.6 µM; 1.2% of 360,000 active; AID 652154;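 active means mean replicate inhibition at least 60% with every replicate also reaching 60%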;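 further: luciferase light reporting Pax8 driven TPO promoter activity; plate controls were median of neutral control wells for no effect and mitoxantrone controls for full effect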
# CASP6 VEID inh: blocks human caspase-6 cleavage activity; purified caspase-6, Z-VEID-R110 cleavage fluorescence; P55212; 0.53% of 350,000 active; AID 686996; inhibition, % at 12.5 µM;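 active means mean inhibition across replicates at least about 35%, with every replicate also reaching that limit, limit read from the data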;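 further: 0% = median of neutral control wells and 100% = no fluorescence left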
# Target sequence (P55212 24-179 limits assumed): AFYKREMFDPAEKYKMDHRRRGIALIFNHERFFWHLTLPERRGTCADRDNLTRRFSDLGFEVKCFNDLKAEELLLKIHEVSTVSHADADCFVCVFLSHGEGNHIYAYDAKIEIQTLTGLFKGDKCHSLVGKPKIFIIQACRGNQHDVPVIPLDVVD
# Target sequence (P55212 194-293 limits assumed): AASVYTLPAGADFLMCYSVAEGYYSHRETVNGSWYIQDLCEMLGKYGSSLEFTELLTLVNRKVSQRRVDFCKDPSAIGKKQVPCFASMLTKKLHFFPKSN
# FN deposit inh: fibronectin deposition inhibition. 0.086% of 350,000 active. AID 743247. AH1F fibroblasts, Alexa488-fibronectin deposition fluorescence, overnight. inhibition, % at 12.6 µM;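 active means mean inhibition across replicates of 30% or more, regardless of how many single replicates reach that level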;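 further: positive control wells lacked labelled fibronectin entirely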
#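 Assay system: AH1F fibroblasts / Quantity: 10000 cells per well / Medium: DMEM plus 2% serum, read in PBS / Reagent: labelled fibronectin 24 nM / Dosing: single dose, pinned / Times: 1 h cell attachment, overnight exposure to compound and label / Signal: fluorescence, ex 485 nm, em 525 nm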
# LGR2 antag: blocks bursicon-induced cAMP signaling via Drosophila LGR2 | inhibition, % at 9.99 µM | HEK293 LGR2, CRE-luciferase, bursicon-stimulated, 4 h | 0.35% of 380,000 active | AID 720647;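 active means drop in luminescence signal, shown as inhibition above about 50% in the replicate tests, limit read from the data, passing the limit was not always enough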;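 further: agonist challenge used bursicon conditioned medium at about half maximal strength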
# Cneo AK release: causes C. neoformans cell lysis | adenylate kinase release luminescence, 4 h; normalised: neutral wells 0, clomiphene wells 100 | lysis activity, % at 15 µM | 0.2% of 360,000 active;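 active means mean lysis activity across replicates of at least 80%, whatever share of replicates individually reach that level; inactive means mean lysis activity below 80%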
#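 Material: C. neoformans cells | Amount: Yeast cell density of 5 × 10^6 cells/mL | Medium: Fresh YPD growth medium | Dosing: Single dose | Times: Static 4 h at 37 °C with compound, 1 h detection | Detection: AK luminescence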
# EWS-Fli block: inhibitors of EWS/Fli oncoprotein transcriptional activity | A673 NR0B1-luciferase reporter, viability-normalised | inhibition, % at 12.6 µM | 0.67% of 350,000 active | AID 651661;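 active means mean inhibition of at least 50% after viability correction, with every replicate also passing that limit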;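 further: firefly luciferase signal divided by Alamar Blue viability fluorescence both relative to DMSO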
# * = called active by the depositor; . = not tested or not shown; [ ] = dose if it differs, or a comment.
1. COc1ccc(NC(=O)c2coc(C)c2)cc1
2. COc1cc2c(cc1OC)CN(C(=O)c1ccc(Br)o1)CC2
3. CCn1cc(C(=O)NC2CCCCCC2)c(=O)c2ccc(C)nc21
4. CC(C)(COC(=O)Nc1ccccc1)COC(=O)Nc1ccccc1
5. O=c1c2cnn(-c3ccccc3)c2nc(-c2cccs2)n1-c1cccc(Cl)c1
6. OCC[C@@H]1C[C@H](O)[C@@H](O)[C@@]2(OCc3cc(Cl)ccc32)O1
entry no. | 1 | 2 | 3 | 4 | 5 | 6
PGC1a acetyl inh | . | . | . | -1 | -7 | .
miR122 inh | . | . | -2 | 0 | 5 | 3
PAX8 inh HTS | -139 | 3 | 19 | -11 | -3 | -14
CASP6 VEID inh | 2 | 5 | 1 | 4 | . | 0
FN deposit inh | -5 | -7 | -2 | -9 | -11 | 2
LGR2 antag | -8 | -3 | 8 | -2 | 8 | -12
Cneo AK release | -7 | . | 1 | -1 | -1 | -2
EWS-Fli block | -95 | 5 | 0 | 4 | . | -4

7. Cc1ccc(S(=O)(=O)N2CCCN(S(=O)(=O)c3ccc4ccccc4c3)CC2)cc1
8. COc1ccc(-n2nc(C(=O)NCC(=O)NCC3COc4ccccc4O3)c3ccccc3c2=O)cc1 (configuration not stated)
9. O=C(Nc1ccc(F)c(F)c1)c1ccc(-n2cncn2)c([N+](=O)[O-])c1
10. Cn1ncc2c(=O)[nH]cnc21
11. CCN(CC)C(=O)c1ncn(C)c1C(=O)N(CC)CC
12. Cc1ccc(S(=O)(=O)N(CC2CO2)c2cc(Cl)ccc2Cl)cc1 (configuration not stated)
entry no. | 7 | 8 | 9 | 10 | 11 | 12
PGC1a acetyl inh | -7 | -26 | -2 | 5 | 2 | -10
miR122 inh | -7 | -3 | 10 | . | -4 | -3
PAX8 inh HTS | . | 19 | 19 | 7 | -5 | 10
CASP6 VEID inh | . | -1 | 1 | -3 | -2 | 4
FN deposit inh | 3 | -1 | 3 | -13 | -9 | 3
LGR2 antag | . | -1 | -3 | -2 | -2 | 15
Cneo AK release | 0 | . | -1 | . | -1 | -1
EWS-Fli block | . | 0 | -3 | -12 | 0 | 11

# Reprinted at random: 4 records from the list.
4. CC(C)(COC(=O)Nc1ccccc1)COC(=O)Nc1ccccc1
7. Cc1ccc(S(=O)(=O)N2CCCN(S(=O)(=O)c3ccc4ccccc4c3)CC2)cc1
8. COc1ccc(-n2nc(C(=O)NCC(=O)NCC3COc4ccccc4O3)c3ccccc3c2=O)cc1 (configuration not stated)
2. COc1cc2c(cc1OC)CN(C(=O)c1ccc(Br)o1)CC2
entry no. | 4 | 7 | 8 | 2
PGC1a acetyl inh | -1 | -7 | -26 | .
miR122 inh | 0 | -7 | -3 | .
PAX8 inh HTS | -11 | . | 19 | 3
CASP6 VEID inh | 4 | . | -1 | 5
FN deposit inh | -9 | 3 | -1 | -7
LGR2 antag | -2 | . | -1 | -3
Cneo AK release | -1 | 0 | . | .
EWS-Fli block | 4 | . | 0 | 5

# (next part)
13. CC(=O)N1N=C(c2ccccc2)OC1(C)CC(=O)Nc1ccccc1 (configuration not stated)
14. CCOc1ccccc1NC(=O)Nc1cccc(S(N)(=O)=O)c1
15. CCOc1ccc(NC(=O)COC(=O)c2cccnc2)cc1
16. C[C@H](CO)N1C[C@H](C)[C@H](CN(C)Cc2ccncc2)Oc2ccc(NC(=O)Nc3ccccc3)cc2CC1=O
17. COc1ccc(NC(=O)N(C)C[C@@H]2Oc3ccc(NS(=O)(=O)c4c(C)noc4C)cc3CC(=O)N([C@H](C)CO)C[C@H]2C)cc1
18. C[C@H](CO)N1C[C@H](C)[C@H](CN(C)C(=O)Nc2ccc(C(F)(F)F)cc2)Oc2ccc(NC(=O)Nc3ccc4c(c3)OCO4)cc2CC1=O
entry no. | 13 | 14 | 15 | 16 | 17 | 18
PGC1a acetyl inh | . | 3 | -3 | 5 | -8 | -2
miR122 inh | -6 | 4 | 0 | 0[16.7 µM] | -4[16.7 µM] | 4[16.7 µM]
PAX8 inh HTS | 2 | 20 | 9 | 28 | -13 | -4
CASP6 VEID inh | 0 | 3 | . | 2 | 2 | -2
FN deposit inh | -2 | -5 | 0 | . | . | .
LGR2 antag | 3 | 7 | . | -32 | 0 | -17
Cneo AK release | -2 | 0 | 3 | 0 | -2 | -2
EWS-Fli block | 8 | 4 | . | 1 | 3 | -7

# Values by screen from above:
# Compounds 9–13 in PAX8 inh HTS read 19, 7, -5, 10, 2

# New compounds follow:
19. COc1cc(C(=O)N/N=C\c2ccccc2)c([N+](=O)[O-])c(OC)c1OC
20. Cc1ccc(NC(=O)CN2C(=O)NC(Cc3c[nH]c4ccccc34)C2=O)cc1 (configuration not stated)
21. COc1cc(/C=C2/SC(=O)NC2=O)ccc1OC(=O)c1ccco1
22. CC(C)=CCN1CCN(Cc2ccc(N3CCNC3=O)cc2)CC1CCO (configuration not stated)
23. CC(C)(C)c1cc(C(=O)N2CCc3ccccc3C2)ccn1
24. CCC(=C/c1sc2ccc3ccccc3c2[n+]1C)/C=C1\Sc2ccc3ccccc3c2N1C
entry no. | 19 | 20 | 21 | 22 | 23 | 24
PGC1a acetyl inh | -12 | -5 | . | 6 | 1 | 8
miR122 inh | 1 | 6 | -2 | -6 | -8 | -4
PAX8 inh HTS | -3 | 16 | -17 | -19 | 2 | 29
CASP6 VEID inh | . | 1 | 1 | -2 | -3 | -13
FN deposit inh | 0 | -9 | 0 | 0 | 4 | -16
LGR2 antag | . | 4 | 3 | -23 | -4 | 5
Cneo AK release | 0 | 0 | -3 | -4 | -1 | -2
EWS-Fli block | . | 21 | . | -12 | -3 | 24

# Shown with each value named: entries from further up.
23. CC(C)(C)c1cc(C(=O)N2CCc3ccccc3C2)ccn1
  PGC1a acetyl inh = 1
  miR122 inh = -8
  PAX8 inh HTS = 2
  CASP6 VEID inh = -3
  FN deposit inh = 4
  LGR2 antag = -4
  Cneo AK release = -1
  EWS-Fli block = -3

24. CCC(=C/c1sc2ccc3ccccc3c2[n+]1C)/C=C1\Sc2ccc3ccccc3c2N1C
  PGC1a acetyl inh = 8
  miR122 inh = -4
  PAX8 inh HTS = 29
  CASP6 VEID inh = -13
  FN deposit inh = -16
  LGR2 antag = 5
  Cneo AK release = -2
  EWS-Fli block = 24

# Continued:
25. Cc1ccc(-c2ocnc2C(=O)Nc2ccccc2NC(=O)c2ccccn2)cc1
26. Cc1ccoc1C(=O)NCc1occc1C(=O)O
27. CN(C)/C=C(\C#N)S(=O)(=O)c1ccc(Cl)cc1
28. CCNc1nc(Oc2ccccc2)nc(OC(C)C(=O)OCC)n1 (configuration not stated)
29. C[C@@H]1CCCCO[C@@H](CN(C)C(=O)C2CCCCC2)[C@@H](C)CN([C@@H](C)CO)C(=O)c2cc(NC(=O)Nc3ccc(C(F)(F)F)cc3)ccc2O1
30. CCS(=O)(=O)N1N=C(c2ccc(NS(C)(=O)=O)cc2)CC1c1ccccc1 (configuration not stated)
31. COC(=O)c1ccc(CN2CCC(CO)(Cc3ccc(OC)cc3)CC2)cc1
32. O=C(N[C@@H]1CC[C@H](CC(=O)N2CCCCC2)O[C@@H]1CO)c1ccc2c(c1)OCO2
entry no. | 25 | 26 | 27 | 28 | 29 | 30 | 31 | 32
PGC1a acetyl inh | 3 | -7 | 7 | -6 | 19 | -14 | 1 | 3
miR122 inh | 8 | -1 | 3 | -5 | -9[16.7 µM] | 6 | 13 | .
PAX8 inh HTS | 21 | . | 13 | . | . | -9 | -16 | 3
CASP6 VEID inh | 2 | . | -1 | . | -1 | . | 1 | 1
FN deposit inh | 1 | -12 | -2 | . | . | 2 | 5 | .
LGR2 antag | -4 | . | 3 | -29 | -18 | -20 | 2 | 3
Cneo AK release | 1 | 0 | -2 | -2 | 50 | 2 | -11 | -4
EWS-Fli block | -10 | . | 5 | . | 0 | . | 9 | 2

# Screens as filed in PubChem BioAssay.
